# High-throughput results as filed in PubChem BioAssay.
# hIAP act – increases human intestinal alkaline phosphatase activity; 0.16% of 330,000 active; purified human IAP, CDP-Star luminescence, 30 min; active compounds read high; 1 = vehicle-only enzyme, 0 = enzyme-free background; P09923; activation factor at 10 µM;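 active = activation factor of the enzyme at least 2-fold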; also: the source names both 10 and 20 µM as test concentration; values of inactives mirror those of a sister screen read the other way
# hIAP inh – human IAP inhibition. P09923. purified IAP, CDP-Star luminescence, 30 min. inhibition, % at 10 µM. 0.12% of 330,000 active. AID 2544;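 active = inhibition reaching a set limit with compound at 10 µM in the primary screen, cut at about 35% in these data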;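 also: plate controls were DMSO wells with enzyme for no effect and no-enzyme buffer wells for full effect; values of inactives mirror those of a sister screen read the other way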
# mIAP block – blocks mouse intestinal alkaline phosphatase | purified mouse IAP, CDP-Star luminescence, 30 min | inhibition, % at 10 µM | 0.2% of 330,000 active | AID 2806;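 active = inhibition of at least 40% at 10 µM in the primary screen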;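 also: plate controls were DMSO with enzyme for no effect and no enzyme wells for full effect; values of inactives mirror those of a sister screen read the other way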
# tim10-1 inh – tim10-1 yeast growth inhibition. S. cerevisiae tim10-1 ts strain growth, BacTiter-Glo, 24 h. inhibition, % at 20 µM. 2.2% of 330,000 active. AID 463190;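 active = inhibition of at least 40%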;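 also: mutant grown at 25 °C; 0% = DMSO wells with yeast and 100% = wells holding no yeast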
# TIM10 inh – inhibits growth of TIM10 yeast strain; S. cerevisiae TIM10 strain growth, BacTiter-Glo luminescence, 24 h; inhibition, % at 10 µM; 1.4% of 330,000 active; AID 463195;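 active = inhibition of 40% or more at the single tested concentration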;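 also: wild-type TIM10 isogenic control strain grown at permissive 25 °C; 0% = DMSO yeast wells and 100% = minimal medium wells without yeast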
# NALP3 yeast inh – inhibitors of NALP3 inflammasome in yeast. 0.39% of 330,000 active. inhibition, % at 10 µM. Yeast reconstituted NLRP3/ASC/caspase-1, beta-gal luminescence, 24 h;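 active = inhibition of 50% or more; inactive = inhibition below 50%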;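 also: plate controls were induced DMSO wells for no effect and uninduced yeast grown without galactose for full effect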
# Apaf-1 inh – human Apaf-1 inhibition. inhibition, % at 20 µM. reconstituted apoptosome caspase-3 activity, DEVD-Rh110 fluorescence. O14727. AID 489030. 0.71% of 330,000 active; active = inhibition of at least 40% at 20 µM;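 also: plate controls were DMSO wells for no effect and DEVD-CHO caspase inhibitor wells for full effect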
# Target sequence (O14727 whole entry, looked up): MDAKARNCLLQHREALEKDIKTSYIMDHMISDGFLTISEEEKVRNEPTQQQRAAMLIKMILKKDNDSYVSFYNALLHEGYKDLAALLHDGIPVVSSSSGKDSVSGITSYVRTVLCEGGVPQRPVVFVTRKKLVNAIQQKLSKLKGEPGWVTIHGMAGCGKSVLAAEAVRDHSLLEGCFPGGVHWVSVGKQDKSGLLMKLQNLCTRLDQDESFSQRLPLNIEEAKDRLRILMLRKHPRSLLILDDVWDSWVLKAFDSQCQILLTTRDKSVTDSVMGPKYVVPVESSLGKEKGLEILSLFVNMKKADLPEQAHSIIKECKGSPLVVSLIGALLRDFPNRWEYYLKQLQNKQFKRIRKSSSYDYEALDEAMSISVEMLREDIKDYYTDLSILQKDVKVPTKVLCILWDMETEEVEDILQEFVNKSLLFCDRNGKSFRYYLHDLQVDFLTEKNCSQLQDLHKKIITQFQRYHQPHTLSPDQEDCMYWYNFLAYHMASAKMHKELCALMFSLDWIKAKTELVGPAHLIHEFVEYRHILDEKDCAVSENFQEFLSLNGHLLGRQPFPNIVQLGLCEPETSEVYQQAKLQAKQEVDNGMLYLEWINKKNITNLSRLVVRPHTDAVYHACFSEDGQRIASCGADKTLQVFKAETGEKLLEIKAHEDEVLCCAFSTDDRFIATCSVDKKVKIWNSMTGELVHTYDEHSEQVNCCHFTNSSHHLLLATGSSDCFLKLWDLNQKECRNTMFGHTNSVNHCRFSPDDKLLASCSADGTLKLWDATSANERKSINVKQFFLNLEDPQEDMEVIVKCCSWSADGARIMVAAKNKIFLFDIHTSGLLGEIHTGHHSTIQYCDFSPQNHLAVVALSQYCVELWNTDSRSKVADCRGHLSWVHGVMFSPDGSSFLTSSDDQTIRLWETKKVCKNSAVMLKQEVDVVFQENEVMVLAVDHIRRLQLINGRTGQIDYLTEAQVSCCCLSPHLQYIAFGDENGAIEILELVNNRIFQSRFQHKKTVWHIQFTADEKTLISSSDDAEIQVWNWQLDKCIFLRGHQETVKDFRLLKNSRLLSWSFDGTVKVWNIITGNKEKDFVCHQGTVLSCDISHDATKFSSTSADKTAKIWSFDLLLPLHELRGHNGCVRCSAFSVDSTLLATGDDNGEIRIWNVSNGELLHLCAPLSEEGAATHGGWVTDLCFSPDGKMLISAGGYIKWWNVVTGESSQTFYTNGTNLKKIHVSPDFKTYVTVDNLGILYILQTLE
#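 Assay system: Apoptosome proteins | Medium: pH 7.5 Hepes buffer with CHAPS, BSA, DTT | Also added: Cytochrome c and DEVD-Rh110 substrate | Times: 30 min plus 50 min, RT | Detection: Rhodamine 110 fluorescence at Ex 480/Em 540 nm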
# ATG4B inhibitor – blocks human ATG4B protease cleavage of LC3 substrate; Q9Y4P1; ATG4B cleavage of LC3-PLA2, NBD-HPC fluorescence, 1 h; inhibition, % at 8.33 µM; 0.51% of 340,000 active; AID 504462; in the data active = inhibition above about 40%
# mIAP act – mouse IAP activation | muIAP, CDP-Star luminescence, 30 min; active compounds read high; 1 = vehicle-only enzyme signal, 0 = enzyme-free wells | activation factor at 10 µM | 0.24% of 330,000 active | AID 2805;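 active = activation factor of at least 2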; also: the source names both 10 and 20 µM as test concentration; values of inactives mirror those of a sister screen read the other way
#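 System: mouse IAP enzyme. Reagent: CDP-Star chemiluminescent phosphatase substrate. Benchmarks: DMSO wells, no-enzyme wells. Times: 30 min enzyme-substrate-compound incubation at room temperature. Detection: luminescence from enzymatic CDP-Star hydrolysis. Doses: test compounds delivered from DMSO solution.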
# An asterisk follows results filed as active; . = not tested or not shown.
SMILES,hIAP act,hIAP inh,mIAP block,tim10-1 inh,TIM10 inh,NALP3 yeast inh,Apaf-1 inh,ATG4B inhibitor,mIAP act
Cc1cc(C(=O)Nc2ccc(S(=O)(=O)Nc3onc(C)c3C)cc2)c(C)o1,0.87,13,9,4,-5,1,-10,0,0.91
O=S(=O)(c1ccc2ccccc2c1)N1CCN(C(=S)Nc2ccc(F)c(Cl)c2)CC1,1,-1,-4,8,18,21,8,7,1
COc1ccccc1NC(=O)CC(=O)c1ccccc1,0.99,1,1,19,7,14,4,-6,0.99
CC(C)(C)OC(=O)C[C@H]1C/C=C\C[C@H](CC(=O)N(CCO)Cc2ccccc2)C(=O)N[C@@H](Cc2ccccc2)COC1=O,1.1,-12,-9,4,7,9,18,-1,1.1
O=c1cc(NS(=O)(=O)c2ccccc2)nc(SCc2c(Cl)cccc2Cl)[nH]1,0.97,3,6,28,6,0,20,0,0.94
COc1cc(/C=C2\SC(=Nc3ccc(F)cc3)N(c3ccc(F)cc3)C2=O)ccc1OCC(=O)O,0.92,8,10,9,8,15,3,.,0.9
Nn1cnnc1N/N=C/c1cc(Br)cc(Br)c1O,1.5,-48,12,4,39,50,10,2,0.88
COc1ccc([C@@H]2C=C(C(=O)O)O[C@H](OCCCCO)C2)cc1,1,-2,-8,-22,-4,13,4,2,1.1
O=C(Nc1cccc(S(=O)(=O)N2CCCCC2)c1)c1c2c(nc3ccccc13)CCN(Cc1ccccc1)C2,0.81,19,9,17,18,11,25,-13,0.91
Cc1cc(C)nc(SCCC(=O)N2CCOCC2)n1,1.2,-16,7,-12,-8,14,1,-4,0.93
COc1cc(OC)nc(Oc2cccc(Cl)c2C)n1,0.92,8,8,6,-5,-21,6,-7,0.92
COc1cccc(NC(=O)c2ccncc2)c1,0.98,2,5,16,12,5,6,0,0.95
CCc1cc(Cn2nc(C(=O)O)cc2-c2ccccc2)on1,0.86,14,-2,-10,0,9,0,-9,1
C=CCNC(=O)C1CC2c3ccccc3C1c1ccccc12 (stereo not given),0.83,17,3,11,1,15,-21,1,0.97
CCN1CCc2nc3ccccc3c(C(=O)Nc3ccc(C#N)cc3)c2C1,1.1,-7,-13,-1,-11,6,9,-7,1.1
CCN(CC)c1ccc(N=Nc2nn(C)c(C)c2[N+](=O)[O-])cc1,0.53,47*,33,22,31,35,11,35,0.67
CCOc1cccc(C2C(C#N)=C(N)Oc3cc(C)n(Cc4ccccn4)c(=O)c32)c1OCC (stereo not given),1,-5,-8,2,-4,17,-12,1,1.1
COCCNC(=O)c1c[nH]c2cc(OC)c(OC)cc2c1=O,0.91,9,-5,11,4,-7,-4,-6,1.1
Cc1cccc(C)c1NC(=O)CSc1nnc(-c2cnccn2)n1C,0.98,2,6,6,-12,15,-2,3,0.94
CCCC(=O)Nc1cc(C)c(NC(=O)c2ccco2)cn1,1.1,-6,-10,12,-4,9,-3,-2,1.1
COC(=O)COc1ccc(S(=O)(=O)NCc2cccnc2)cc1C,0.98,2,-1,-3,1,14,1,1,1
CCOc1ccc2[nH]c3c(N4CCN(C(=O)c5ccco5)CC4)ncnc3c2c1,0.88,12,-3,12,14,10,0,-11,1
CC(=O)C1=C(O)C(=O)N(CCc2c[nH]c3ccccc23)C1c1ccco1 (stereo not given),1.1,-5,-1,15,9,21,43*,-6,1
N/C(=N\c1nc2ccccc2o1)NC(=O)c1cccc(Br)c1,1.1,-10,6,3,-6,8,-8,5,0.94
Cc1cc(=O)[nH]c(N2CCN(C(c3ccccc3)c3ccccc3)CC2)n1,1.1,-10,-9,1,6,15,-17,-2,1.1

# Profiles as entered above. Order of screens: hIAP act, hIAP inh, mIAP block, tim10-1 inh, TIM10 inh, NALP3 yeast inh, Apaf-1 inh, ATG4B inhibitor, mIAP act
# Record of Cc1cccc(C)c1NC(=O)CSc1nnc(-c2cnccn2)n1C = 0.98, 2, 6, 6, -12, 15, -2, 3, 0.94
# Record of CC(=O)C1=C(O)C(=O)N(CCc2c[nH]c3ccccc23)C1c1ccco1 (stereo not given) = 1.1, -5, -1, 15, 9, 21, 43*, -6, 1

# Remaining list, next part
SMILES,hIAP act,hIAP inh,mIAP block,tim10-1 inh,TIM10 inh,NALP3 yeast inh,Apaf-1 inh,ATG4B inhibitor,mIAP act
Cc1cc(S(=O)(=O)Nc2ccc3c(c2)n(C)c(=O)n3C)ccc1F,0.98,2,13,-5,-6,10,1,-9,0.87
Cc1cc(C(F)(F)F)n2ncc(-c3ccccc3)c2n1,0.85,15,3,6,-8,33,6,-9,0.97
COc1ccc(-c2nc(CS(=O)CC(=O)NCc3ccco3)c(C)o2)cc1OC (stereo not given),0.83,17,7,18,-6,-4,2,-12,0.93
O=C(NCCc1ccc(Cl)cc1)c1cccs1,0.89,11,-5,-61,-9,23,-14,4,1
CSc1ccc(/C=N/N2CCN(C)CC2)cc1,0.97,3,3,7,8,-2,-13,-6,0.97
Cc1cc(C(=O)NCC(c2ccco2)N(C)C)ccc1[N+](=O)[O-] (stereo not given),1.2,-19,4,6,10,0,10,-1,0.96
CCOC(=O)C1CCN(C(=O)Nc2ccc(OC)c(OC)c2)CC1,1.1,-6,-2,4,-5,10,-16,1,1
O=C1COc2ccc(C(=O)COC(=O)Cc3ccc(Cl)cc3)cc2N1,0.82,18,-8,14,9,9,-2,-4,1.1
O=[N+]([O-])c1ccccc1OCC(O)CN1CCN(CC(O)COc2ccccc2[N+](=O)[O-])CC1 (stereo not given),0.97,3,-9,20,12,22,5,-1,1.1
NCCCn1c(C(=O)c2ccc(Cl)cc2)c2ccc([N+](=O)[O-])cc2[n+]1[O-],0.81,19,2,13,8,26,13,22,0.98
CC(Sc1nc2c(c(=O)[nH]1)CCCC2)C(=O)Nc1ccc(S(N)(=O)=O)cc1 (stereo not given),0.95,5,0,-10,-7,4,0,-8,1
O=C(Nc1ccc2nc3ccccc3nc2c1)c1ccc(Br)cc1,0.91,9,13,-29,-13,10,19,-9,0.87
CCn1cc(C(=O)N2CCCCC2)c(=O)c2cc(S(=O)(=O)N3CCC(C)CC3)ccc21,1.1,-9,2,6,3,0,11,2,0.98
Cc1ccc2c(=O)[nH]c(Cc3ccccc3C(=O)O)nc2c1,0.95,5,-1,14,5,-13,-5,-3,1
O=C(COc1cccc2cccnc12)N1CCc2ccccc21,0.98,2,2,23,19,5,0,0,0.98
Brc1ccccc1/C=N/Nc1nc2ccccc2o1,1.2,-17,0,-3,-19,11,-7,-4,0.99
C[C@@H](C(=O)NC1CCCC1)N1C(=O)N2CCc3c([nH]c4ccccc34)[C@@]2(C)C1=O,1.2,-17,-8,14,1,-8,7,-22,1.1
COCCN(Cc1ccccc1)C(=O)c1cccc(S(=O)(=O)N2CCN(c3ccc(F)cc3)CC2)c1,1.1,-10,7,4,20,8,34,-16,0.93
Cc1ccc(OCCNC(=O)CCc2nc3sc4c(c3c(=O)[nH]2)CCCC4)cc1,1.3,-25,-1,6,3,9,-1,-6,1
CC(C)(C)C(=O)CN1C(=O)NC2(CCCc3ccccc32)C1=O (stereo not given),1,-3,-1,16,-11,13,3,-7,1
Cn1nnc(NC(=O)c2cccs2)n1,0.95,5,-10,14,-1,-11,-2,-13,1.1
Cc1ccc(O)c(N=Cc2cccs2)c1,1.1,-13,-2,5,-4,11,14,1,1
CCCOP(=O)(OCCC)c1c([N+](=O)[O-])cc(C(F)(F)F)cc1[N+](=O)[O-],0.99,1,-18,30,16,13,-1,9,1.2
COc1ccc(NC(=O)CN2CCN(c3ccccc3Cl)CC2)cc1,0.94,6,-9,32,-5,14,10,0,1.1
O=C(NC1(C(F)(F)F)NC(=O)N(Cc2ccco2)C1=O)c1cccnc1 (stereo not given),1,-3,6,11,4,7,4,7,0.94
# Additional entries
SMILES,hIAP act,hIAP inh,mIAP block,tim10-1 inh,TIM10 inh,NALP3 yeast inh,Apaf-1 inh,ATG4B inhibitor,mIAP act
CCCNC(=O)CS(=O)(=O)Cc1nc(-c2cccc(OC)c2)oc1C,0.86,14,-4,4,2,24,-4,-3,1
Cn1c(=O)c2c(ncn2CC(O)CNc2cccc(Cl)c2)n(C)c1=O (stereo not given),1,-5,0,4,-27,2,-3,-12,1
Nn1cnnc1SC1CCCCC1NS(=O)(=O)c1ccccc1 (stereo not given),1.1,-7,-11,6,5,11,11,4,1.1
COc1ccccc1C(=O)NCC(=O)NCc1cc(=O)n(C)c(=O)n1C,0.61,39*,6,12,-4,-9,-2,-1,0.94
CC1CCCCN1CCCNC(=O)Cn1ncc2c([nH]c3ccccc32)c1=O (stereo not given),0.93,7,-1,-9,2,14,15,0,1
C=CCn1c(C)cc(C2=NNC(=NCC)SC2)c1C,1,-3,-3,36,6,14,9,-5,1
O=C(O)C1C2C=CC(C2)C1C(=O)OCc1ccccc1 (stereo not given),0.9,10,8,10,0,10,-4,14,0.92
COc1ccc([N+](=O)[O-])cc1NC(=S)NC(C)=O,0.95,5,-4,-6,-17,27,-11,-4,1
Cn1c(SCC(=O)NC(c2ccccc2)c2ccccc2)nnc1-c1cccs1,1,-2,1,20,11,-1,-2,-12,0.99
COc1ccccc1N(C(=O)Cn1nnc(-c2ccc(C)o2)n1)C(C(=O)NC1CCCC1)c1ccncc1 (stereo not given),1.1,-11,0,-9,14,10,15,-4,1
COc1cc(/C=C2/C(=O)CNC2=O)ccc1O,0.76,24,20,14,12,-12,-13,-7,0.8
O=[N+]([O-])c1ccc(NC(=S)N2CCCC2)cc1,0.8,20,4,23,-7,22,6,-1,0.95
COc1ccc2ccccc2c1CN1CCCC(CO)C1 (stereo not given),1,-3,1,9,-19,-3,-15,-11,0.99
CCN(CC)C(=O)COCc1cc(-c2ccc3c(c2)OCO3)on1,0.99,1,1,18,-12,11,0,-5,0.99
O=C1CCN(Cc2ccccc2)S(=O)(=O)c2ccc(C(F)(F)F)cc21,1.1,-8,8,20,6,25,8,5,0.92
O=C(Nc1ccccc1N1CCN(C(=O)c2ccccc2)CC1)c1ccc([N+](=O)[O-])o1,0.9,10,10,-77,29,26,17,-2,0.9
Cc1cccc2c(CCNC(=O)c3ccc([N+](=O)[O-])cc3)c[nH]c12,0.99,1,4,8,3,28,-2,0,0.96
Cc1c(C)c2ccc(OC(C)C(=O)NCc3ccccn3)cc2oc1=O (stereo not given),0.66,34,2,-11,7,5,3,1,0.98
CCCN(c1ccccc1C(=O)O)S(=O)(=O)c1ccc2c(c1)n(C)c(=O)n2C,0.96,4,-10,4,-4,4,2,4,1.1
Cc1ccc(OC(C)c2nnc(N)s2)cc1Cl (stereo not given),1,-5,-1,-33,-17,9,-3,12,1
Cc1cccc(NC(=O)NCCc2c[nH]c3ccccc23)c1,1.1,-6,-86,-34,4,-15,9,-4,1.9
Cc1cc(Cl)c(S(N)(=O)=O)cc1OCC(=O)NC1CCCCC1,1.1,-6,0,-11,5,11,-2,-2,1

# Arranged by formula weight (falling): part of the list above.
SMILES,hIAP act,hIAP inh,mIAP block,tim10-1 inh,TIM10 inh,NALP3 yeast inh,Apaf-1 inh,ATG4B inhibitor,mIAP act
Cn1c(SCC(=O)NC(c2ccccc2)c2ccccc2)nnc1-c1cccs1,1,-2,1,20,11,-1,-2,-12,0.99
CCCNC(=O)CS(=O)(=O)Cc1nc(-c2cccc(OC)c2)oc1C,0.86,14,-4,4,2,24,-4,-3,1
CCN(CC)C(=O)COCc1cc(-c2ccc3c(c2)OCO3)on1,0.99,1,1,18,-12,11,0,-5,0.99
Cc1cccc2c(CCNC(=O)c3ccc([N+](=O)[O-])cc3)c[nH]c12,0.99,1,4,8,3,28,-2,0,0.96
O=[N+]([O-])c1ccc(NC(=S)N2CCCC2)cc1,0.8,20,4,23,-7,22,6,-1,0.95
